5HT1E ag = agonists of human 5-HT1E serotonin receptor; CHO 5-HT1E Ga15 NFAT-bla reporter, FRET; 0% DMSO wells, 100% control agonist wells; activation, % at 6 µM; P28566; actives 0.69% (n = 65,000);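 active = activation above a set limit, the screen-wide mean activation plus 3 SD, cut at about 8.5% in these data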;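 note: 100% = positive control agonist at 1 µM giving full maximal response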
HER2 expr 66K = inhibitors of human Her2 kinase expression; SKBR-3 HER2 protein level, AlphaScreen, 18-24 h; active compounds read low; HER2 level % of control, % at 10 µM; actives 0.69% (n = 65,000); AID 645;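 active = HER2 level under 5% of the carrier-only control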;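 note: 100% = DMSO carrier and 0% = 500 nM PU-H71 HSP90 inhibitor; lower value means stronger loss of Her2 protein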
A340 absorber = compounds absorbing at 340 nm | fold change at 10 µM | compound absorbance at 340 nm, fold over control | 65,000 tested, under 10 active;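 active = at 10 µM dose, initial 340 nm absorbance at least 2 fold that of control wells; inactive = change under 2 fold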;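 note: initial absorbance extrapolated from kinetic A340 decline of NADH oxidation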
5HT1a antag = 5-HT1a (human) receptor antagonism; CHO 5-HT1a Ga15 NFAT-bla reporter, antagonist mode; inhibition, % at 10 µM; actives 0.68% (n = 62,000);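 active = inhibition above the mean of all tested compounds plus 3 SD, cut at about 43% in these data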;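 note: receptor stimulated by 5-CT agonist at 100 nM near EC80; beta-lactamase reporter measured by ratiometric fluorescence of a cleavable substrate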
Target sequence (P08908 whole entry, looked up): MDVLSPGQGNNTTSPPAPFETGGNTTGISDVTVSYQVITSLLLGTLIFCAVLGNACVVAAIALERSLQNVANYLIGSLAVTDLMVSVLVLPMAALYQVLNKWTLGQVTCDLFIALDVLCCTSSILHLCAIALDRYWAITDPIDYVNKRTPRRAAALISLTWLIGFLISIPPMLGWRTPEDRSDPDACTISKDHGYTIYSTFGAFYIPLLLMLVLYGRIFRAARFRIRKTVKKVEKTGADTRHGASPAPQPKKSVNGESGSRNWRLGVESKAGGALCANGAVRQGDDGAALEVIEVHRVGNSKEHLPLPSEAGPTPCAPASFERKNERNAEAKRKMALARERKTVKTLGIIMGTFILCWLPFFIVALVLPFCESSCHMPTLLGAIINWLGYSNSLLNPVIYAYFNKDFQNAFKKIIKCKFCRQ
Fluor 339 460 = intrinsic fluorescence of library compounds, ex339/em460 – biochemical, MLSMR library, data from DPM-DC assay, artefact control, profiling panel. compound autofluorescence, ex339/em460 nm, NADH buffer; active compounds read high; 1 = no-compound wells, NADH background. fluorescence fold increase at 10 µM. actives 5.5% (n = 65,000);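 active = at 10 µM, mean starting fluorescence two-fold or more over control wells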;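 note: signal is the first read of a kinetic run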
S1P3 ag = activates the human S1P3 receptor; S1P3 NFAT-BLA reporter cells, agonism, FRET ratio; relative to 1 µM S1P, basal subtracted; activation, % at 4.5 µM; Q99500; actives 0.1% (n = 60,000); AID 373;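 active = activation above the screen-wide mean plus 3 SD, cut at about 4.5% in these data, passing the limit was not always enough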; note: some compounds called inactive have numbers as strong as hits
Target sequence (Q99500 whole entry, looked up): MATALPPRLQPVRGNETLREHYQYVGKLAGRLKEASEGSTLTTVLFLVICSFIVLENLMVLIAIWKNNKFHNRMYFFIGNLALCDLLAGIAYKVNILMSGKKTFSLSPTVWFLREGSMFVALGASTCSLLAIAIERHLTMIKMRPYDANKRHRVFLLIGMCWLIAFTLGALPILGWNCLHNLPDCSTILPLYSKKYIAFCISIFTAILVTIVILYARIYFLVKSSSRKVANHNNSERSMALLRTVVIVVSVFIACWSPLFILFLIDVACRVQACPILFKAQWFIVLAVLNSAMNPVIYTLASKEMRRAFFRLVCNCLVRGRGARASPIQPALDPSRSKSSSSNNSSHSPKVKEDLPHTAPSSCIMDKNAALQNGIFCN
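Assay system: stable CHO line with human S1P3, Gα16, NFAT-BLA reporter; Detection: FRET β-lactamase substrate fluorescence, excitation 405 nm, 460/535 nm emission ratio, background-subtracted; Read-out: percent activation versus median 1 µM S1P response, basal-subtracted, per plate; Incubation: cells plated overnight, compound 4 h 37 °C, substrate 2 h RT.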
S1P1 ag-PAM = S1P1 (human) agonism or agonism potentiation. P21453. actives 0.57% (n = 56,000). S1P1 CRE-bla cells, forskolin, beta-lactamase FRET, potentiator mode; S1P1 agonist co-added at EC20, 2 nM; 100% = saturating reference agonist, 0% = basal. activation, % at 9.5 µM;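 active = activation above a cutoff set at the mean activation of all tested compounds plus 3 SD, cut at about 54% in these data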;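 note: forskolin at 4 µM as EC80 and the EC20 agonist is SEW2871; 100% = SEW2871 at its EC100 plus forskolin at EC80; some compounds past the cut are filed as inactive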
HTR1E antagonist = 5-HT1E (human) receptor antagonism. AID 571. P28566. CHO 5-HT1E Ga15 NFAT-bla reporter, FRET, antagonist. inhibition, % at 6 µM. actives 0.99% (n = 65,000);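 active = inhibition above a set limit, the mean inhibition across every tested compound plus 3 SD, cut at about 29% in these data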;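 note: signal is the 460 over 535 nm emission ratio of beta-lactamase substrate; 0% = agonist plus DMSO wells and 100% = wells without agonist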
MMP-13 inhibitor = blocks human MMP13 activity; inhibition, % at 4 µM; P45452; MMP-13 fTHP FRET cleavage, Mca fluorescence; AID 570; actives 0.07% (n = 65,000);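 active = inhibition above the mean of compound-free control plate wells plus 3 SD, cut at about 14% in these data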;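 note: 0% = DMSO wells and 100% = wells with reference MMP-13 inhibitor after basal subtraction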
* marks the source's active call; other numbers are inactive results; nt = no result given; [ ] = another dose, or the depositor's remark. An unsorted share of the library, and some 8.5% of all compounds hit somewhere here.

canonical_smiles,5HT1E ag,HER2 expr 66K,A340 absorber,5HT1a antag,Fluor 339 460,S1P3 ag,S1P1 ag-PAM,HTR1E antagonist,MMP-13 inhibitor
Cc1nn(CCc2nn[nH]n2)c2nc(C(F)(F)F)cc(C(F)(F)F)c12,1.5,100,1,-11,5*,0.0,10,16,-82[fluorescence artefact?]
O=C(O)c1ccc(OC(F)(F)C(F)C(F)(F)F)cc1 (configuration not stated),-0.6,126,1,-5,1.2,0.8,-4,-3,1
COc1ccc(CNc2nc3nc(C)c(Cl)c(=O)n3[nH]2)cc1OC,0.2,73,1,-6,1.2,-1.1,-2,-11,1
Cn1c(=O)oc2cc(S(=O)(=O)NCCN3CCN(c4ccccc4F)CC3)ccc21,0.1,92,1,57*,1,-0.1,-9,5,2
FC(F)Oc1ccccc1C1CC(c2ccc(Br)s2)Nc2ncnn21 (configuration not stated),1.5,31,0.93,7,1.1,0.1,-17,12,-4
Cc1cnc(NC(=O)CSc2ncc(-c3ccccc3)n2Cc2ccco2)s1,-0.5,43,1,39,1,0.8,9,-2,-4
O=C(CSc1ccc2nnc(-c3ccccn3)n2n1)Nc1ccc2c(c1)OCCO2,1.7,91,1,-8,0.99,-0.2,-8,4,4
Cc1ccccc1Cn1cc(S(=O)(=O)CC(=O)Nc2nccs2)c2ccccc21,0.2,76,1,24,1.1,nt,nt,0,-3
COc1ccc(S(=O)(=O)N2CCC(O)(c3ccc(Cl)cc3)CC2)cc1,-0.4,104,0.98,7,1,-0.8,38,2,2
COc1ccc(OC)c2c(N3CCN(C)CC3)cc(C(F)(F)F)nc12,-0.9,93,1.1,0,1.9,-1.0,-11,14,-2
Cc1noc(NS(=O)(=O)c2ccc(NC(=O)CS(=O)(=O)c3ccccc3)cc2)c1C,-0.3,141,1.1,7,1.1,-1.2,-8,-3,0
Cc1c(C(=O)O)oc2c1ccc1ccccc12,0.9,81,1,-3,1.2,-0.7,-8,-11,-4

Nothing new here: entries from further up.
canonical_smiles,5HT1E ag,HER2 expr 66K,A340 absorber,5HT1a antag,Fluor 339 460,S1P3 ag,S1P1 ag-PAM,HTR1E antagonist,MMP-13 inhibitor
Cc1nn(CCc2nn[nH]n2)c2nc(C(F)(F)F)cc(C(F)(F)F)c12,1.5,100,1,-11,5*,0.0,10,16,-82[fluorescence artefact?]
O=C(O)c1ccc(OC(F)(F)C(F)C(F)(F)F)cc1 (configuration not stated),-0.6,126,1,-5,1.2,0.8,-4,-3,1
COc1ccc(CNc2nc3nc(C)c(Cl)c(=O)n3[nH]2)cc1OC,0.2,73,1,-6,1.2,-1.1,-2,-11,1
Cn1c(=O)oc2cc(S(=O)(=O)NCCN3CCN(c4ccccc4F)CC3)ccc21,0.1,92,1,57*,1,-0.1,-9,5,2

Next records follow:
canonical_smiles,5HT1E ag,HER2 expr 66K,A340 absorber,5HT1a antag,Fluor 339 460,S1P3 ag,S1P1 ag-PAM,HTR1E antagonist,MMP-13 inhibitor
CCSCc1nnc(SCC(=O)c2ccc(OC)cc2)n1C,-0.5,99,1,0,1.1,-1.3,nt,3,4
COc1cc(OC)cc(-c2nnc(SCc3c(F)cccc3Cl)o2)c1,0.5,91,1,19,1.1,-1.0,23,2,-4
Cc1nc(NS(=O)(=O)c2ccccc2)sc1NC(=O)OC(C)C,-0.4,105,1,nt,1,-3.5,-6,5,2
O=C(O)c1cccc(S(=O)(=O)NCC2CCCO2)c1 (configuration not stated),-0.1,135,1,-3,1.1,-0.1,-38,-7,-1
CN(CCNC(=O)c1cccc(N2CCCC2=O)c1)Cc1ccccc1,-0.1,72,1,-2,0.99,-0.3,-12,-2,-4
O=C(CSc1nnc(-c2cccs2)o1)c1cccs1,-0.8,80,0.94,-6,1.1,1.1,7,2,-19
COc1ccc(N2C(=O)CSC2c2ccncc2)cc1 (configuration not stated),-0.1,113,0.99,1,1.1,-0.6,11,-7,-9
Cc1oc2c(CN(C)C)c(O)ccc2c(=O)c1-c1ccc2ccccc2n1,0.4,104,1.2,-3,1.1,-0.7,1,-3,0
COc1ccccc1N1CCN(C(=O)c2cccc(N3C(=O)NC4CC3(C)Oc3ccccc34)c2)CC1 (configuration not stated),-0.2,33,1,-3,1.1,nt,nt,-2,-2
CCOC(=O)c1nnc2cc(-c3ccccc3)nn2c1C,0.3,71,1.1,-3,1.1,0.8,9,-14,-4
Cc1cccc(NC(=O)Cn2nnc(-c3cccs3)n2)c1C,1.3,114,1,13,1.1,-0.5,12,-2,5
C=CCNS(=O)(=O)c1ccc2nsnc2c1,-0.8,110,0.99,-5,1,-0.5,-19,2,3

Going on with the list:
canonical_smiles,5HT1E ag,HER2 expr 66K,A340 absorber,5HT1a antag,Fluor 339 460,S1P3 ag,S1P1 ag-PAM,HTR1E antagonist,MMP-13 inhibitor
CCC(=O)Nc1cccc(-c2cn3ccsc3n2)c1,-0.6,100,1,-13,1.1,0.6,4,2,-1
Nc1nonc1C(=O)NCCN=Cc1cc(Cc2ccccc2)cc(Br)c1O,2.0,106,1,nt,1.1,2.7,0,3,4
CN1CCN(S(=O)(=O)c2ccc(NC(=O)Nc3cccc(Cl)c3)cc2)CC1,0.4,85,0.99,12,1,-0.9,nt,-2,5
Cc1[nH]nc(-c2ccc(O)c(C)c2O)c1-c1cnn(-c2ccccc2)c1,0.2,64,1,6,1.1,2.8,-24,14,5
COc1nc(N(c2ccccc2)c2ccccc2)nc(-n2ccnc2)n1,-0.5,138,0.98,22,1.1,1.2,2,14,4
CCOC(=O)N1CCC(N2C(=O)c3ccccc3C2Nc2ccc3c(c2)OCCO3)CC1 (configuration not stated),0.3,121,1,5,1.1,-0.7,-14,3,4
Cc1cc(C)nc(NS(=O)(=O)c2ccc(NC(=O)CCC3COc4ccccc4O3)cc2)n1 (configuration not stated),-0.8,107,1.1,-11,1.1,-0.7,19,-1,-1
OCCN(Cc1ccccc1)Cc1cccc(C(F)(F)F)c1,1.5,125,1.1,-14,1.1,-0.5,nt,8,2
CCN(CC)CCOC(=O)c1ccc(NC(=O)CCNC(=O)Cn2ccc3ccccc3c2=O)cc1,-0.9,61,1,-6,1.1,-0.2,-1,1,3
CCc1nnc(NC(=O)CSc2nnc(CNc3cccc(C)c3)n2-c2ccccc2)s1,-0.5,47,1.1,0,1.1,0.0,1,-8,-3
Cc1nn(C(C)C(=O)N2CCCCC2)c(=O)c2c1sc1ccccc12 (configuration not stated),-0.5,91,1,10,1.4,-0.9,-11,-1,-23
COc1ccccc1-c1cc(C(F)(F)F)nc(N2CCN(c3ccc(F)cc3)CC2)n1,-0.6,110,1.1,6,1.1,nt,nt,2,2

Following part
smiles,5HT1E ag,HER2 expr 66K,A340 absorber,5HT1a antag,Fluor 339 460,S1P3 ag,S1P1 ag-PAM,HTR1E antagonist,MMP-13 inhibitor
CCOC(=O)c1ccccc1NC(=O)c1ccc2c(=O)n3c(nc2c1)CCCCC3,0.3,101,1,4,1.1,-0.7,-39,28,-2
O=C(COc1ccc(Cl)cc1Cl)N(Cc1ccco1)C1CCS(=O)(=O)C1 (configuration not stated),0.0,102,1,-2,1.1,-0.6,6,-1,2
COC(=O)C1=C(C)Nc2nnnn2C1c1ccc(Cl)cc1Cl (configuration not stated),0.6,110,1,17,1.1,nt,nt,2,4
Oc1cccc(/C=N/c2c(-c3ccco3)nc3ccccn23)c1,0.0,119,1.1,-6,2.1*,-1.0,-17,7,-4
CS(=O)(=O)N(CC(=O)NCc1ccccn1)c1ccc2c(c1)OCCO2,-0.7,131,1,-1,1.1,0.0,-17,2,-2
CC1Cc2cc(/C(O)=C3\C(=O)C(=O)N(CCN(C)C)C3c3ccccc3F)ccc2O1 (configuration not stated),-0.3,78,1.1,-3,1,-0.6,-11,4,-4
O=C(CN1CCN(C(=O)c2ccccc2)CC1)Nc1ccc(Br)cn1,0.7,81,1,12,1.1,-1.5,14,3,1
Cc1cc2cc(CNC(=O)c3cc4ccccc4o3)ccc2n1C,-1.1,60,1,10,1.1,-1.4,35,12,-2
COc1cc(-c2nnc3sc(C4CCCCC4)nn23)cc(OC)c1OC,1.3,40,1.1,-10,1.1,1.0,-16,40*,3
O=C(CCCCCn1c(=O)[nH]c2ccccc2c1=O)N1CCN(Cc2ccc3c(c2)OCO3)CC1,-0.3,103,0.98,0,1.2,-0.8,-1,-2,1
COC(=O)c1ccccc1NC(=O)Nc1cc(C)cc(C)n1,-0.3,93,0.99,1,1.1,0.2,14,1,0
COCCNC(=O)C(c1ccco1)N(C(=O)Cn1nnc2ccccc21)c1ccc(C)cc1C (configuration not stated),-1.2,96,1,-8,1,-0.3,12,0,2
Cc1ccc(S(=O)(=O)NC(=O)NC(C)(C)C)cc1,-0.1,58,1,-12,1.1,-0.5,-11,-12,-9
N#Cc1c(NC(=O)CSc2nc(N)cc(=O)[nH]2)sc2c1CCCCCC2,-1.0,89,0.99,-15,1.1,-0.5,32,6,2
CCOC(=O)CC1(C)NC(=O)c2c(C)sc(C(=O)OCC)c2N1 (configuration not stated),0.9,83,1.1,7,3.9*,-0.6,-20,7,-64[fluorescence artefact?]
NC(=O)C1CCN(c2oc(-c3ccccc3F)nc2S(=O)(=O)c2ccc(Cl)cc2)CC1,-0.5,103,1.1,-4,1.1,-0.6,0,5,4
CCOC(=O)Cn1c(=O)c2c(nc(N3CCCCC3)n2C)n(C)c1=O,-0.1,110,0.98,-20,1.1,0.3,-10,0,-1
COc1cccc2c1NC(C(=O)O)C1CC=CC21 (configuration not stated),0.1,119,1,-28,1.5,0.4,7,-10,-3
Cc1oc(-c2ccc(Cl)cc2)cc1-c1nn2c(-c3ccco3)nnc2s1,-0.1,9,1.1,2,1.1,nt,nt,-16,3
O=C(NCc1ccco1)C(c1cccs1)N(Cc1ccccc1)C(=O)Cn1nnc2ccccc21 (configuration not stated),-1.5,86,1,29,1,-0.4,14,10,4
COc1ccccc1C1C=C(c2ccccc2)Nc2nnnn21 (configuration not stated),0.6,41,1.1,14,1.1,-1.2,9,11,4
CC(=O)c1c(C)[nH]c(C)c1C(C)=O,-0.9,109,1,-2,1.1,-1.0,-28,-1,2
COc1cc(C(=O)O)cc(OC)c1OCc1cc(C(=O)O)oc1C,-0.3,92,1.1,-14,0.87,-0.8,7,-8,-1
Cn1c(SCC(=O)NC2CCCCCC2)nnc1-c1cccs1,0.7,95,1.1,-11,1.1,-0.9,-15,-10,-5
